KDM5B inh: inhibitors of human KDM5B histone demethylase. AID 1347165. KDM5B demethylase, FDH-coupled NADH fluorescence (FDH is formaldehyde dehydrogenase). 220,000 compounds, 2.6% hits. Q9UGL1. Potency, µM (highest dose often 57.7 µM), inactives show at the top dose activity change, negative = inhibition, actives largely listed as inhibitors; active = well fitted inhibition curve with a large enough effect; inconclusive = small, poorly fitted or top-dose-only effect; inactive = no such curve, though single readings can be large or run the other way; note: 0% is about no effect; nearly all actives have a fitted effect of over 70% in size
Target sequence (Q9UGL1 whole entry, looked up): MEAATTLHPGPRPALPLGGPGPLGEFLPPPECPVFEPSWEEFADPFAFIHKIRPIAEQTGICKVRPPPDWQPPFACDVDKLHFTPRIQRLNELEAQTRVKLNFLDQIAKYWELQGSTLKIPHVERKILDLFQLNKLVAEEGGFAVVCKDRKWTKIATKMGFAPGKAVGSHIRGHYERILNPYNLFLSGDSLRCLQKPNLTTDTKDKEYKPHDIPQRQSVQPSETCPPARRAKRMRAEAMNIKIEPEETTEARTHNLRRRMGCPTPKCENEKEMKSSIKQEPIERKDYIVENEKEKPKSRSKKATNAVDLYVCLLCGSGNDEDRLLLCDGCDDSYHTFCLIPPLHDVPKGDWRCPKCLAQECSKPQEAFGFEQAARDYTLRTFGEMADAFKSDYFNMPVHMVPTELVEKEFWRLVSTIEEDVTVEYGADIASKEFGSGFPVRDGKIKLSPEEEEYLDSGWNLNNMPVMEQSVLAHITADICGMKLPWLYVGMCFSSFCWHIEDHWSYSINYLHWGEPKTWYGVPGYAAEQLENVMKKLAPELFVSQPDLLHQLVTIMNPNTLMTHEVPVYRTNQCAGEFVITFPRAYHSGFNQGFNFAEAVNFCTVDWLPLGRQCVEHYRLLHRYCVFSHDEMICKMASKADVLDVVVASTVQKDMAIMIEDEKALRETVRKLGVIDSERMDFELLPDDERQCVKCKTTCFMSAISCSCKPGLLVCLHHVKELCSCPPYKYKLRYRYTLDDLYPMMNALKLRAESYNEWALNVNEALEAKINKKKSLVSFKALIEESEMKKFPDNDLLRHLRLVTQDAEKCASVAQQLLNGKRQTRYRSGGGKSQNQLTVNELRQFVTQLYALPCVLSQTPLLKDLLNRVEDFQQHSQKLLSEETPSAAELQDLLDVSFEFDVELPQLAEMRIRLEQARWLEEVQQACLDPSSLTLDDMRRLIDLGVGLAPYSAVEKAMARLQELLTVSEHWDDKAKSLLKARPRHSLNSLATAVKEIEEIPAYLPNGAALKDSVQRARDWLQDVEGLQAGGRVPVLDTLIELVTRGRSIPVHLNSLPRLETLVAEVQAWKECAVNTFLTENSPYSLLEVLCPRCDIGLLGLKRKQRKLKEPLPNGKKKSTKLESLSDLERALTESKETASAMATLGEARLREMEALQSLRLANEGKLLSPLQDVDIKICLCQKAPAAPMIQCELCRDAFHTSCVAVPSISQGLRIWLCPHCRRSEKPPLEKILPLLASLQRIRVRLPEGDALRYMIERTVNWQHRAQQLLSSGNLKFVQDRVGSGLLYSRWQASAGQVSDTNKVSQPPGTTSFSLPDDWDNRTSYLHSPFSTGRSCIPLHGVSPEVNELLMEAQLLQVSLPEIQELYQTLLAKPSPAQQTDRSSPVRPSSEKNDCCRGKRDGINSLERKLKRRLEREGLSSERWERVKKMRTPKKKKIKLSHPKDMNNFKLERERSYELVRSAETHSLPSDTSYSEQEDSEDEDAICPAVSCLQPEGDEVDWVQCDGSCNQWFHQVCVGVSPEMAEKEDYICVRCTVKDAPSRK
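Inhibition is measured as reduced NADH fluorescence generation from FDH coupling to formaldehyde release. Truncated KDM5BΔAP at 200 nM final acts on H3K4me3 peptide (12.5 µM in substrate mix) in pH 7.5 HEPES buffer with Tween-20, 30 min, room temperature.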
Active calls of the source: *; ? = inconclusive; [ ] = dose if it differs, or a comment. Potency is the fitted concentration of half-maximal effect.

SMILES | KDM5B inh
FC(F)(F)c1cccc(NC(=S)NCCc2c[nH]c3ccccc23)c1 | ?
C[C@H](O)c1c(-c2ccc(F)cc2)noc1C(=O)N1CCCC1 | 12%[86.2 µM]
CCN1CC(CNc2nccc(-c3c(C)nn(C)c3C)n2)CC1=O (stereo not drawn) | 28µM*
COC(CNC(=O)CS(=O)Cc1nc(-c2ccccc2C)oc1C)OC (stereo not drawn) | -13%
COc1ccccc1Cc1nnc(NC(=O)c2ccc(NC(=O)C(C)C)cc2)s1 | 2%
N#Cc1ccc(CN2CCc3n[nH]c(=O)n3CC2)cc1 | ?
CCCCNCc1ccccc1C(F)(F)F | 12%
O=C(NCCn1cc(SCc2ccccc2)c2ccccc21)c1cccs1 | -55%
CSc1ccc(NC(=O)C2CCN(C(=O)c3nnn4c3COC(c3ccc(C)cc3)C4)CC2)cc1 (stereo not drawn) | 1%
CC(CN1CCOCC1)NS(=O)(=O)c1ccc(F)cc1Cl (stereo not drawn) | -3%
CC(=O)N1CCC(C2CCN(Cc3cccc(C)c3)C2)CC1 (stereo not drawn) | ?
COc1ccc(-c2cc(N3CCCC(NC(=O)c4ccc(C)cc4C)C3)n[nH]2)cc1 (stereo not drawn) | -11%
Cc1ccc(-n2ncc3c(N4CCN(Cc5ccccc5)CC4)ncnc32)cc1 | 7%
O=C(Nc1c(NC2CCCC2)c2ccccc2oc1=O)c1ccccc1F | 18%
CCOC(=O)CSc1nc2c(sc3ccccc32)c(=O)n1CCc1ccccc1 | 3%
CCC(CC)Nc1ncnc2c1CN(C1CCC1)C(=O)CN2C | ?
CN(CC(=O)Nc1c(Cl)cccc1Cl)C(=O)CNC(=O)c1cccs1 | -10%
Cc1ccc(-c2noc3ncnc(NC4CCCC4)c23)cc1 | 12%
O=C(N[C@H]1C[C@@H](CO)N(CC2CCCCC2)C1)c1cccnc1 | -36%
COC(=O)c1ccc(Oc2nc3c(c(=O)n(C)c(=O)n3C)n2Cc2ccc(C#N)cc2)cc1 | 23%
CCn1nc(C)cc1C(=O)Sc1ccc(C)cc1 | 2%
COc1ccc(CCC(=O)N2CCC[C@H]2c2nc(-c3ccccc3)no2)cc1 | 17%
O=C(NCCc1noc(C2CC2)n1)c1ccoc1 | 10%
CC(Cn1cccn1)NC(=O)N1CCN(Cc2cccs2)CC1 (stereo not drawn) | 15%
CCC(C)Cc1c(C)sc2nc(CNc3ccccc3)[nH]c(=O)c12 (stereo not drawn) | 9%
O=C(O)Cn1cc(C(C(=O)O)N2CCN(Cc3cccnc3)CC2)c2ccc(F)cc21 (stereo not drawn) | 6%
CC(C)CN(Cc1cccnc1)C1CN(C(=O)Nc2ccccc2F)C1 | 15%
COc1ccc(/C=N/n2c(-c3n[nH]c4c3CCC4)n[nH]c2=S)c(OC)c1OC | -22%
CCN(CC)C(=O)CC[C@@H]1CNC(=O)[C@@H]2C[C@H](NCc3ccc(N(C)C)cc3)CN12 | -19%[86.2 µM]
Cc1cc(Br)ccc1NC(=S)N1CCOCC1 | 15%
CCN1/C(=C/C(=S)Nc2ccccc2)Sc2ccccc21 | -2%
N#CCOC(=O)CC(NC(N)=O)c1ccccc1 (stereo not drawn) | 2%
O=C(Nc1ccc(Cl)c(C(F)(F)F)c1)c1ccc(Cl)c(Cl)c1 | 19%
O=C1N=C(N2CCN(c3ccccc3)CC2)S/C1=C/c1ccco1 | -1%
COc1cc(OC)cc(C(=O)Nc2cc(-c3nc4cccnc4s3)ccc2C)c1 | -10%
O=C(O)C(=O)Nc1ccc(NC(=O)C(c2ccccc2)c2ccccc2)cc1 | -9%
CC(C)Cc1cc(-c2nn3c(-c4ccccn4)nnc3s2)n(C)n1 | 1%
NC(=O)[C@H](CC1CCCCC1)NC(=O)[C@H]1CNCCN1C(=O)NC1CCCCC1 | 182%[activator][86.2 µM]
CCOC(=O)Cn1nc(-c2ccccc2)c2cnc3ccc(OCC)cc3c21 | ?
Cn1c(=O)c2c(nc(NC3CCCCC3)n2Cc2ccccc2F)n(C)c1=O | -1%
CCCN(CCC)C(=O)Cn1c(=O)n(-c2cccc(C(F)(F)F)c2)c(=O)c2c(C)c(C)sc21 | 1%
Cc1cc2c(nc1C)oc1c(=O)n(CC(=O)N3CCOCC3)cnc12 | -14%
CN(C(=O)CCc1nnc(-c2ccc(-c3ccccc3)cc2)o1)C1CCOCC1 | ?
CCc1ccc(NC(=O)C2CCN(S(=O)(=O)c3c(C)noc3/C=C/c3cccs3)CC2)cc1 | 6%
Cc1ccc(-c2cn3ccccc3n2)c(C)c1 | ?
CCn1nc(C)c(-c2cc(C(=O)N3CCC(CCOc4ccccc4OC)C3)no2)c1C (stereo not drawn) | 9%
NCCn1cc(C(=O)N(Cc2ccccn2)CC2CCCO2)nn1 (stereo not drawn) | -4%
COc1ccc(Nc2nc3ccc(C)cc3nc2-n2nc(C)cc2C)cc1 | 15%
O=C(/C=C/c1ccc(OCCCF)cc1)N1CCOCC1 | -4%
CC1(C(=O)N2CCC(Cc3ccccc3)CC2)CCOCC1 | -6%[149 µM]
More records.
SMILES | KDM5B inh
O=C(Cn1nc2c(cc1=O)CCCC2)Nc1nnc(C2CCC2)s1 | 12%
COc1ccc(C(=O)Oc2ccc(C(C)C)cc2)cc1I | 20%
COc1ccc(OC)c(S(=O)(=O)N2CCN(CC(O)COc3ccccc3)CC2)c1 (stereo not drawn) | -6%
CNC(=O)[C@H]1C[C@H](Oc2cccnc2)CN1S(=O)(=O)c1cccc(OC)c1 | -20%
COc1cncc(Nc2ncc(-c3ccccc3OC)c3c2OCC3)c1 | ?
CCC(C)Nc1nc(-c2ccc(NC(C)=O)cc2)cs1 (stereo not drawn) | -17%
O=C(c1ccco1)N1CCN(C(=S)Nc2cc(F)cc(F)c2)CC1 | -3%
O=C(NC1CCCN(c2nc3ncccc3o2)C1)c1ccc(Cl)nc1 (stereo not drawn) | -18%
Cc1ccc(C(=O)NC2CC(c3nnc(CN(C)C)n3C)C2)s1 (stereo not drawn) | 1%
NC(=O)C1CCN(Cc2ncc(-c3ccccc3)o2)CC1 | -13%
CS(=O)(=O)c1ccc(CN[C@@H]2CO[C@H](CNC(=O)Nc3ccccc3)[C@H]2O)cc1 | 25%[86.2 µM]
COC(=O)Cn1c(=O)c2c(nc3n2CCCN3Cc2ccccc2)n(C)c1=O | 0%
CCOC(=O)CN(C(=O)COc1nc(-c2ccccc2)cc(C)c1C#N)c1ccccc1 | ?
O=C(O)C(c1c[nH]c2ccc(Cl)cc12)N1CCN(S(=O)(=O)c2ccccc2)CC1 (stereo not drawn) | -9%
Cc1cccc(OC(=O)c2cc(-c3ccc4c(c3)OCCO4)on2)c1 | ?
CC(C)=CCC1(CO)CCCN(c2ccnc(N)n2)C1 (stereo not drawn) | -8%
CCCSCCCNC(=O)c1ccc2c(c1)nc1n2CCCCC1 | 1%
COc1ccc(NC(=O)Cn2c(=O)n(CCC(=O)NCC3CCCO3)c(=O)c3cc(OC)c(OC)cc32)cc1 (stereo not drawn) | -6%
CCOC(=O)N1CCN(CCC(=O)Nc2cc(C)ccc2C)CC1 | -4%
O=C1CCN(C(=O)C2CCN(C(=O)C3CCCC3)CC2)CCCCCCN1 | 6%
COc1ccc(NC(=O)[C@@H]2C[C@@H](c3cccc(C(F)(F)F)c3)N(Cc3cnn(C)c3)C2)cn1 | 10%
CC(C)CCN1C(=O)c2ccccc2C1c1c[nH]c2ccccc12 (stereo not drawn) | -18%
NC(=O)COc1c(Cl)cc(Cl)cc1Br | -14%
Cc1cccc(NC(=S)N2CCCC2)c1 | 21%
C1CCN(CCCNC2C3CC4CC(C3)CC2C4)C1 (stereo not drawn) | 17%
COc1ccc(-c2onc(C)c2C(=O)N[C@@H](C)c2ccc(OC)cc2)cc1 | -36%
CC(C)(C)C(=O)Nc1ccc(N2CCCCC2)c2ccncc12 | ?
CCCC1(CO)CCCN(Cc2cn3ccc(C)cc3n2)C1 (stereo not drawn) | ?
O=C(Cc1c[nH]c2ncc(-c3ccccc3)cc12)N1CCCC1 | ?
O=C(Nc1c(C(=O)N2CCN(c3ccccc3F)CC2)oc2ccccc12)c1cccc(F)c1 | 5%

Rewritten with the structure last: entries from further up
| KDM5B inh | smiles |
| --- | --- |
| 1% | Cc1ccc(C(=O)NC2CC(c3nnc(CN(C)C)n3C)C2)s1 (stereo not drawn) |
| -13% | NC(=O)C1CCN(Cc2ncc(-c3ccccc3)o2)CC1 |

Additional results follow.
SMILES | KDM5B inh
COc1ccc(Nc2nc(-c3ccccc3F)no2)cc1OC | -9%
O=C(NCCc1ccccc1)N1CCC(c2noc(-c3cnccn3)n2)C1 (stereo not drawn) | 14%
CC(C)CNC(=O)c1ccc2c(c1)C1(CCCN(CC3CC3)C1)CN2C (stereo not drawn) | 35µM*
CN(Cc1cccnc1)c1nc2c(c(=O)[nH]1)CCN(Cc1ccc(C#N)cc1)CC2 | 2%
COc1ccc(C2CC(c3ccccc3O)=NN2C(=O)c2ccccc2)cc1OC (stereo not drawn) | 1%
CCCCN1C(=O)[C@@H]2C[C@@H](O)CN2C2(CN(Cc3ccc(F)cc3)C2)C1=O | -15%[86.2 µM]
CCc1ccc(NC(=O)OC)cc1 | 21%
CC(C)(C)OC(=O)N1CCC(c2c(C(=O)NCCN3CCC(Cc4ccccc4)CC3)cnn2-c2ccccc2)CC1 | 7%
CCN(C(=O)CCl)C1CCCCC1 | 15%
COCCc1nncn1C1CCN(C(=O)c2cc(C)cc(C)c2)CC1 | -1%

An excerpt from above in order of their number in KDM5B inh, descending.
SMILES | KDM5B inh
O=C1CCN(C(=O)C2CCN(C(=O)C3CCCC3)CC2)CCCCCCN1 | 6%
CCn1nc(C)cc1C(=O)Sc1ccc(C)cc1 | 2%
COC(=O)Cn1c(=O)c2c(nc3n2CCCN3Cc2ccccc2)n(C)c1=O | 0%
CN(CC(=O)Nc1c(Cl)cccc1Cl)C(=O)CNC(=O)c1cccs1 | -10%
COc1ccc(-c2onc(C)c2C(=O)N[C@@H](C)c2ccc(OC)cc2)cc1 | -36%

Continued.
SMILES | KDM5B inh
CCc1nc(C)ccc1OCC(=O)NCC1COc2cc(OC)ccc2C1 (stereo not drawn) | -13%
O=C(c1cc2ccccc2oc1=O)N1CCN(Cc2ccc(Cl)cc2)CC1 | -7%
CS(=O)(=O)N1CCC(C2CCN(C(=O)NCCc3ccccc3)C2)CC1 (stereo not drawn) | ?
COc1ccc(C(=O)N2CCCN(c3cc(-c4ccc(C)c(C)c4)[nH]n3)CC2)c(OC)n1 | -10%
CN1CCC(Nc2nccc(C3(c4ccccc4Cl)CCNCC3)n2)CC1 | -29%
CCOC(=O)c1ccc(N2C(=O)c3n[nH]c(-c4ccco4)c3C2c2ccc(F)cc2)cc1 (stereo not drawn) | ?
O=C(Nc1ccc(Br)cc1F)c1cc(S(=O)(=O)NC2CCCCC2)ccc1F | ?
CC(OC(=O)c1ccc2ccccc2n1)C(=O)c1ccccc1 (stereo not drawn) | -5%
CC(C)NC(NC(=O)c1ccc(Br)cc1)C(Cl)(Cl)Cl (stereo not drawn) | 27%
Cc1ccc(S(=O)(=O)N2CCN(C(=O)c3cc4cc(Cl)ccc4nc3C)CC2)c(C)c1 | -1%
CC1=C[C@@H](CNC2CCOCC2)[C@H](C(C)C)C[C@H]1Cc1nc2ccc(Cl)cc2[nH]1 | 0%[86.2 µM]
N#Cc1cccc(C(=O)N2CCC3(CC2)CC(CO)N(C(=O)c2ccccc2)C3)c1 (stereo not drawn) | -11%
COc1cccc(CNC(=O)C2CCN(S(=O)(=O)c3cccc4nonc34)CC2)c1 | -3%
COCCn1cc2c3c(cccc31)CN(C(=O)CCc1ccccc1OC)CC2 | ?
Cc1nc(NCc2ccc3c(c2)OCO3)c2c3c(sc2n1)CCCC3 | -5%
COC(=O)CCNC(=O)CCC1CCCC1 | 23%
CN(CCCc1nccn1C)C(=O)c1cn(CCC2CCCCN2)nn1 (stereo not drawn) | -41%
CCN(C(=O)c1cccc(F)c1F)[C@@H]1CCN(c2ncccc2C#N)C[C@H]1O | 28µM*
CCn1nc(C(=O)Nc2ccc(I)cc2C)c2ccccc2c1=O | 7%
O=C1C2=C(Nc3ccccc3SC2c2ccccc2C(F)(F)F)c2ccccc21 (stereo not drawn) | ?
COc1cc(NC(=O)C2CCCN(S(=O)(=O)c3ccc4c(c3)oc(=O)n4C)C2)c(C(=O)O)cc1OC (stereo not drawn) | -1%
CCOC(=O)C1CCN(c2c(NCc3ccc(C(=O)Nc4ccc(C)cc4)cc3)c(=O)c2=O)CC1 | -11%
Cc1c(-c2cccc(NC(=O)Nc3ccc(Cl)cc3)c2)nc2ncccn12 | ?
CS(=O)(=O)N1CCCC1c1noc(CCC(=O)N2CC=C(c3ccccc3)CC2)n1 (stereo not drawn) | -10%
O=C(Cn1nnc2ccccc2c1=O)NC(=O)Nc1ccccc1F | 11%
CCOc1ncccc1C(=O)N1CCc2[nH]nc(-c3ccccc3F)c2C1 | 22%

Grouped by structure, those above containing a tert-butyl group.
SMILES | KDM5B inh
CC(C)(C)C(=O)Nc1ccc(N2CCCCC2)c2ccncc12 | ?
CC(C)(C)OC(=O)N1CCC(c2c(C(=O)NCCN3CCC(Cc4ccccc4)CC3)cnn2-c2ccccc2)CC1 | 7%

Rewritten with each value named: part of the list above
CCOC(=O)C1CCN(c2c(NCc3ccc(C(=O)Nc4ccc(C)cc4)cc3)c(=O)c2=O)CC1
  KDM5B inh: -11%
Cc1c(-c2cccc(NC(=O)Nc3ccc(Cl)cc3)c2)nc2ncccn12
  KDM5B inh: ?
CS(=O)(=O)N1CCCC1c1noc(CCC(=O)N2CC=C(c3ccccc3)CC2)n1 (stereo not drawn)
  KDM5B inh: -10%

Screening results from PubChem BioAssay.

Only part of the results is shown; rates above refer to the full screens.
